Screens: PubChem, several laboratories
PP5 primary = blocks human protein phosphatase 5 activity. P53041. purified PP5c, OMFP substrate fluorescence. inhibition, % at 6.7 µM. 0.18% of 320,000 active. AID 1987;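 active = inhibition above the campaign's mean inhibition across all tested compounds plus 3 SD, cut at about 9.5% in these data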;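 also: 0% = DMSO only and 100% = 100 µM cantharidin control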
LYPLA2 counter = LYPLA2 (human) inhibition in PME1 counter-screen; O95372; AID 2177; inhibition, % at 5.9 µM; recombinant LYPLA2, FP-Rh probe fluorescence polarization; 0.38% of 320,000 active;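 active = inhibition above the screen-wide mean plus 3 SD, limit set per campaign, cut at about 26% in these data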;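 also: 0% = LYPLA2 with DMSO and 100% = wells lacking LYPLA2 enzyme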
TPT1 inhibitor = blocks Candida albicans tRNA 2'-phosphotransferase. recombinant caTPT1, FP RNA substrate dephosphorylation. inhibition, % at 5 µM. 0.81% of 300,000 active. AID 1962;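 active = inhibition above the mean of all tested compounds plus 3 SD, set per screening campaign, cut at about 24% in these data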;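 also: plate controls were DMSO alone for no effect and ferristatin control at 100 nM for full effect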
Efflux pump mplx = antifungal efflux pump inhibition, Nile Red retention | S. cerevisiae Candida pump triplex | inhibition, % at 10 µM | 0.44% of 330,000 active;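 active = plate passing quality check with inhibition over a set limit, or well fluorescence over plate mean plus 4 SD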;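 also: Nile Red retained in pooled yeast measured as flow cytometry median fluorescence; 0% = buffer negative control and 100% = Enniatin B positive control; higher means more Nile Red kept so more efflux inhibition; some compounds called inactive have numbers as strong as hits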
GASC-1 inh = blocks human GASC-1 demethylase activity; inhibition, % at 2.35 µM; 0.069% of 330,000 active; GST-JMJD2C(1-420) H3K9me3 demethylation, DELFIA europium; AID 2099;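 active = more than half of a compound's replicate wells show inhibition beyond 50%, single wells judged on their own value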;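 also: signal counts dimethyl H3K9 product captured on neutravidin plate; 0% = median of DMSO wells and 100% = 0.3 times that DMSO median; strong numbers were not always called active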
PP1 inh = counter-screen for PP5 inhibitors: inhibitors of human PP1-alpha; purified PP1alpha, OMFP fluorescence; P62136; inhibition, % at 6.7 µM; 0.9% of 320,000 active;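 active = inhibition above the mean inhibition of all tested compounds plus 3 SD, computed separately for each screening campaign, cut at about 15% in these data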
Target sequence (P62136 whole entry, looked up): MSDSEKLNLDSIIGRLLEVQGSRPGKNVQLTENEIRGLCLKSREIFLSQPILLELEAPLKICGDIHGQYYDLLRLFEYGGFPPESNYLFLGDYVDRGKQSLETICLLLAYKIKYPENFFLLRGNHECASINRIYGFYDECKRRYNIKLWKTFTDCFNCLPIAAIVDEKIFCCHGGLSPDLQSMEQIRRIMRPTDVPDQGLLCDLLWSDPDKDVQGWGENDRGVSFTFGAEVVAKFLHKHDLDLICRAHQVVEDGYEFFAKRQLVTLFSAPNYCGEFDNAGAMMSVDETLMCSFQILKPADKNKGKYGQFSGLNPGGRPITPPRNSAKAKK
HCV core dimer = HCV core protein dimerization inhibition; TR-FRET GST/Flag-core106 dimerization, 1536-well; AID 1899; 0.33% of 300,000 active; inhibition, % at 5 µM;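 active = inhibition above the mean of all tested compounds plus 3 SD, set per screening campaign, cut at about 45% in these data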
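Test system: GST/Flag-tagged HCV core106 proteins; Medium: KF-containing HEPES buffer, pH 7.45, DTT, CHAPS, BSA; Times: compound-protein-antibody incubation 4 h at 22.5 °C; Detection: TR-FRET 671 and 617 nm emission; Benchmarks: wells lacking GST-core106 and wells with excess unlabelled core106.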
Fh CTSL1 inh = blocks F. hepatica cathepsin L1 in PFM18AAP counter-screen; 0.49% of 300,000 active; AID 1906; recombinant F. hepatica cathepsin L1, Z-Leu-Arg-MCA fluorescence; inhibition, % at 5.96 µM;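 active = inhibition above the mean of all tested compounds plus 3 SD, set per screening campaign, cut at about 17% in these data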;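 also: 0% = plate median of test compound wells and 100% = 1 µM Z-Phe-Ala-diazomethylketone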
PREPL inhibitor = inhibits the human prolyl oligopeptidase-like enzyme | 0.68% of 320,000 active | Q4J6C6 | AID 2751 | recombinant PREPL, fluorescence polarization activity-based probe | inhibition, % at 5.96 µM; in the data active = inhibition above about 43%;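 also: 0% = enzyme with DMSO and 100% = wells lacking enzyme; many of its hits are not listed in these tables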
Target sequence (Q4J6C6 whole entry, looked up): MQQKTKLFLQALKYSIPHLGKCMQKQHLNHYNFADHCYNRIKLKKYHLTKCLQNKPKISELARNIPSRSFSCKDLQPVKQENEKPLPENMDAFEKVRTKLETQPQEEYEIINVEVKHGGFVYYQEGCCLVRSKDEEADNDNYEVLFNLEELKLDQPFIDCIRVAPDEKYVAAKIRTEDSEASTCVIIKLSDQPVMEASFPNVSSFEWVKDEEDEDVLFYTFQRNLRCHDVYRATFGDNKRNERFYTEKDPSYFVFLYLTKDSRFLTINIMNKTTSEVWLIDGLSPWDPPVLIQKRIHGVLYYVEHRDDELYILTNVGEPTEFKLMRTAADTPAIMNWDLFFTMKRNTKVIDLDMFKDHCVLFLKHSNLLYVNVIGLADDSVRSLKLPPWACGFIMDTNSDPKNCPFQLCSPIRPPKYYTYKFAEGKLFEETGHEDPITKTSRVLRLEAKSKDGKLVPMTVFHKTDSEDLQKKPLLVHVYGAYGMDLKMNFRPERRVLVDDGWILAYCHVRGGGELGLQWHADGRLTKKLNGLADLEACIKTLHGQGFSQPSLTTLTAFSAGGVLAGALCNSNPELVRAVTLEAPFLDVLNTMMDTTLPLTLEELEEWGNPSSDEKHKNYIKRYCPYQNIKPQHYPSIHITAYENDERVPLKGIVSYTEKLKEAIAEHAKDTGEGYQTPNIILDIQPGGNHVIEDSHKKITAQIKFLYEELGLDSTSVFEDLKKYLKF
* marks the source's active call; other numbers are inactive results.

Screening CC(C)C(c1nnnn1CCc1ccccc1)N1CCOCC1 (stereo not given) returned PP5 primary 1.6, LYPLA2 counter 2, TPT1 inhibitor 0, Efflux pump mplx -0.1, GASC-1 inh 4, PP1 inh -5, HCV core dimer 0, Fh CTSL1 inh 0 and PREPL inhibitor -2.
For O=C(CC(=O)Nc1ccccc1C(F)(F)F)Nc1ccccc1C(F)(F)F the results were PP5 primary 1.7, LYPLA2 counter -3, TPT1 inhibitor -2, Efflux pump mplx 0.0, GASC-1 inh -2, PP1 inh 4, HCV core dimer -1, Fh CTSL1 inh 2 and PREPL inhibitor -3.
Screening COc1ccc(NC(=O)c2ccccc2Oc2ccccc2)cc1 returned PP5 primary 1.1, LYPLA2 counter 4, TPT1 inhibitor -6, Efflux pump mplx -0.1, GASC-1 inh -25, PP1 inh 1, HCV core dimer -2, Fh CTSL1 inh 3 and PREPL inhibitor 7.
`CCSc1nnc(NC(=O)Nc2cccc(C)c2)s1` gave PP5 primary 1.5, LYPLA2 counter -7, TPT1 inhibitor 4, Efflux pump mplx 0.0, GASC-1 inh -2, PP1 inh 7, HCV core dimer -2, Fh CTSL1 inh 4 and PREPL inhibitor -2.
Screening COc1ccc(NC(=O)CSc2nc3nc(-c4cccs4)cc(C(F)(F)F)c3c(=O)[nH]2)c(OC)c1 returned PP5 primary 0.9, LYPLA2 counter -5, TPT1 inhibitor 1, Efflux pump mplx -0.1, GASC-1 inh 4, PP1 inh -1, HCV core dimer 36, Fh CTSL1 inh -3 and PREPL inhibitor 7.
Screening Cc1cccc(N2CCN(C(=O)COc3ccc4c(C)cc(=O)oc4c3C)CC2)c1C returned PP5 primary 3.1, LYPLA2 counter 0, TPT1 inhibitor -7, Efflux pump mplx -0.2, GASC-1 inh -13, PP1 inh 7, HCV core dimer 18, Fh CTSL1 inh 1 and PREPL inhibitor 6.
CCOc1ccc(CNc2nc3ccccc3n2C)cc1 was read as PP5 primary 2.2, LYPLA2 counter -1, TPT1 inhibitor -1, Efflux pump mplx 0.2, GASC-1 inh 7, PP1 inh -1, HCV core dimer -6, Fh CTSL1 inh -2 and PREPL inhibitor -9.
For COCCNC(=S)NN=C1CCCCC1 the results were PP5 primary 0.4, LYPLA2 counter -5, TPT1 inhibitor 0, Efflux pump mplx -0.1, GASC-1 inh 2, PP1 inh -2, HCV core dimer 1, Fh CTSL1 inh 0 and PREPL inhibitor -8.
`C=CCN(c1ccccc1)S(=O)(=O)c1ccc(Cl)c(C(=O)OCC(=O)NCCCN2CCCC2=O)c1` gave PP5 primary -1.2, LYPLA2 counter -1, TPT1 inhibitor 0, Efflux pump mplx 0.1, GASC-1 inh -1, PP1 inh -2, HCV core dimer -4, Fh CTSL1 inh -4 and PREPL inhibitor 1.
For Cc1nc2ccc(NC(=O)C3CCCCC3)cc2s1 the results were PP5 primary 3.5, LYPLA2 counter -3, Efflux pump mplx 0.6, GASC-1 inh 7, PP1 inh -2 and PREPL inhibitor 17.
For CC(=O)N1CCOc2ccc(S(=O)(=O)NCc3ccc(C)cc3)cc21 the results were PP5 primary 0.3, LYPLA2 counter 6, TPT1 inhibitor -1, Efflux pump mplx -0.2, GASC-1 inh 2, PP1 inh -1, HCV core dimer 5, Fh CTSL1 inh 2 and PREPL inhibitor 3.
`CCCc1nc2c(s1)CCc1onc(-c3ccc(OC)cc3)c1-2` gave PP5 primary -0.4, LYPLA2 counter 0, TPT1 inhibitor 0, Efflux pump mplx -0.1, GASC-1 inh 17, PP1 inh -1, HCV core dimer -1, Fh CTSL1 inh 6 and PREPL inhibitor 3.
For Cc1csc(NC(=O)Cn2nc(C)c([N+](=O)[O-])c2C)n1 the results were PP5 primary 0.3, LYPLA2 counter -2, TPT1 inhibitor 0, Efflux pump mplx 0.1, GASC-1 inh 6, PP1 inh -3, HCV core dimer -2, Fh CTSL1 inh -2 and PREPL inhibitor -13.
COc1ccc(C)cc1NC(=O)C1CCN(C(=O)Cc2ccccc2)CC1 was read as PP5 primary -3.2, LYPLA2 counter -6, TPT1 inhibitor 1, Efflux pump mplx 0.1, GASC-1 inh -2, PP1 inh -2, HCV core dimer -1, Fh CTSL1 inh -9 and PREPL inhibitor 6.
Screening O=C(CN(Cc1cccs1)C(=O)CN1C(=O)COc2ccccc21)NCc1ccco1 returned PP5 primary -2.4, LYPLA2 counter 5, TPT1 inhibitor 1, Efflux pump mplx -0.1, GASC-1 inh 16, PP1 inh 1, HCV core dimer 7, Fh CTSL1 inh 0 and PREPL inhibitor 2.
Screening Cc1[nH]c(=O)[nH]c(=O)c1S(=O)(=O)N1CCCC(C(=O)NCCC2=CCCCC2)C1 (stereo not given) returned PP5 primary -1.0, LYPLA2 counter 2, TPT1 inhibitor 0, Efflux pump mplx -0.1, GASC-1 inh -7, PP1 inh -4, HCV core dimer -1, Fh CTSL1 inh 1 and PREPL inhibitor 3.
C=CCN1C(=O)/C(=C\c2ccc(C)cc2)N=C1SCC(=O)NCCC was read as PP5 primary 2.2, LYPLA2 counter -8, TPT1 inhibitor 0, Efflux pump mplx 0.0, GASC-1 inh 26, PP1 inh 0, HCV core dimer -10, Fh CTSL1 inh 8 and PREPL inhibitor 16.
`Cc1nn(C(C)C(=O)NCCCN2CCCCCC2)c(=O)c2cc3sccc3n12` (stereo not given) gave PP5 primary 2.2, LYPLA2 counter 0, TPT1 inhibitor 0, Efflux pump mplx -0.1, GASC-1 inh 9, PP1 inh -1, HCV core dimer -4, Fh CTSL1 inh -1 and PREPL inhibitor 21.
For CC(NCCC(Cc1ccccc1)c1ccco1)c1ccccc1 (stereo not given) the results were PP5 primary 0.1, LYPLA2 counter -9, TPT1 inhibitor -1, Efflux pump mplx 0.1, GASC-1 inh 7, PP1 inh -2, HCV core dimer -3, Fh CTSL1 inh 0 and PREPL inhibitor -71.
For CC(C)(C)NCCOCCOc1ccccc1-c1ccccc1 the results were PP5 primary 1.7, LYPLA2 counter 1, TPT1 inhibitor -3, Efflux pump mplx 2.8, GASC-1 inh -8, PP1 inh 3, HCV core dimer -9, Fh CTSL1 inh -13 and PREPL inhibitor 13.
`COc1ccc(-c2cc(C(F)(F)F)n3nc(C(=O)N4CCOCC4)c(Cl)c3n2)cc1` gave PP5 primary 1.2, LYPLA2 counter 5, TPT1 inhibitor -2, Efflux pump mplx 0.0, GASC-1 inh 0, PP1 inh -2, HCV core dimer 12, Fh CTSL1 inh 6 and PREPL inhibitor 15.
For O=C1c2ccccc2NC(c2ccccc2O)N1O (stereo not given) the results were PP5 primary 0.3, LYPLA2 counter -4, TPT1 inhibitor 1, Efflux pump mplx 0.0, GASC-1 inh -10, PP1 inh -7, HCV core dimer -1, Fh CTSL1 inh -8 and PREPL inhibitor 12.
Screening CCCOc1ccc(/C=N/NC(=O)c2ccc(Cn3cc([N+](=O)[O-])cn3)o2)cc1 returned PP5 primary 2.2, LYPLA2 counter -9, TPT1 inhibitor -3, Efflux pump mplx 0.0, GASC-1 inh 2, PP1 inh 3, HCV core dimer 3, Fh CTSL1 inh 3 and PREPL inhibitor 4.
For Cc1ccccc1-n1nnnc1SC(C)C(=O)Nc1ccc(N2CCN(C)CC2)cc1 (stereo not given) the results were PP5 primary 2.5, LYPLA2 counter -6, TPT1 inhibitor -1, Efflux pump mplx 0.3, GASC-1 inh 0, PP1 inh 1, HCV core dimer -2, Fh CTSL1 inh -1 and PREPL inhibitor 3.
`COc1ccc(-c2nc3ncccn3c2Br)cc1` gave PP5 primary -0.7, LYPLA2 counter 1, TPT1 inhibitor -1, Efflux pump mplx -0.1, GASC-1 inh -3, PP1 inh -2, HCV core dimer 2, Fh CTSL1 inh 0 and PREPL inhibitor 2.
For O=C(COC(=O)CNS(=O)(=O)c1cccc(Br)c1)Nc1ccccc1Sc1ccccc1 the results were PP5 primary 2.7, LYPLA2 counter -9, TPT1 inhibitor 2, Efflux pump mplx 0.3, GASC-1 inh 2, PP1 inh 0, HCV core dimer 3, Fh CTSL1 inh -22 and PREPL inhibitor -10.
Screening Cc1ccc(NC(=O)CC2(CC(=O)O)CCCC2)c(C)c1 returned PP5 primary -2.5, LYPLA2 counter -7, TPT1 inhibitor 1, Efflux pump mplx 0.1, GASC-1 inh 0, PP1 inh -2, HCV core dimer 2, Fh CTSL1 inh 2 and PREPL inhibitor -1.
Screening N#C/C(=C/c1ccc(Sc2nc3ccccc3[nH]2)o1)c1cccc(F)c1 returned PP5 primary 5.5, LYPLA2 counter -27, TPT1 inhibitor 0, Efflux pump mplx 0.0, GASC-1 inh 5, PP1 inh 6, HCV core dimer -3, Fh CTSL1 inh -2 and PREPL inhibitor -5.
Screening Nc1cc(C(F)(F)F)cc2c1SCC(=O)N2 returned PP5 primary 1.0, LYPLA2 counter -1, TPT1 inhibitor 5, Efflux pump mplx 0.0, GASC-1 inh 1, PP1 inh -4, HCV core dimer 2, Fh CTSL1 inh -3 and PREPL inhibitor -9.
For O=C(Cn1nnc(-c2ccccc2Cl)n1)N/N=C/c1ccc2c(c1)OCO2 the results were PP5 primary 1.3, LYPLA2 counter -7, TPT1 inhibitor 3, Efflux pump mplx -0.1, GASC-1 inh -8, PP1 inh 7, HCV core dimer 13, Fh CTSL1 inh -3 and PREPL inhibitor -8.
O=C(O)CC(NC(=O)Nc1ccccc1)c1ccc(OC2CCCC2)cc1 (stereo not given) was read as PP5 primary 1.7, LYPLA2 counter 0, TPT1 inhibitor 0, Efflux pump mplx 0.1, GASC-1 inh -8, PP1 inh -3, HCV core dimer 6, Fh CTSL1 inh -4 and PREPL inhibitor -2.
For CCCCNc1nc(CC)c2c(c1C#N)CCCC2 the results were PP5 primary -1.1, LYPLA2 counter 4, TPT1 inhibitor -2, Efflux pump mplx 0.0, GASC-1 inh 6, PP1 inh -2, HCV core dimer 2, Fh CTSL1 inh 4 and PREPL inhibitor -5.
Screening COc1ccc(O)c(-c2cc(-c3ccc(F)cc3)n[nH]2)c1 returned PP5 primary 5.4, LYPLA2 counter 11, TPT1 inhibitor -4, Efflux pump mplx 0.1, GASC-1 inh -6, PP1 inh 3, HCV core dimer -10, Fh CTSL1 inh -5 and PREPL inhibitor 33.
For Cc1nn(-c2ccccn2)c2nc(-c3cccs3)cc(C(=O)NCc3ccco3)c12 the results were PP5 primary 3.0, LYPLA2 counter 2, TPT1 inhibitor -4, Efflux pump mplx -0.1, GASC-1 inh -11, PP1 inh 17*, HCV core dimer 18, Fh CTSL1 inh 4 and PREPL inhibitor -12.
Screening CCOC(=O)CSc1nc(Nc2ccc3c(c2)OCO3)c2ccccc2n1 returned PP5 primary 1.3, LYPLA2 counter 6, TPT1 inhibitor -2, Efflux pump mplx -0.1, GASC-1 inh -6, PP1 inh 0, HCV core dimer 3, Fh CTSL1 inh 1 and PREPL inhibitor 13.
`COc1ccc(N(CC(=O)Nc2ccc3c(c2)OCCO3)S(=O)(=O)c2c(C)noc2C)cc1` gave PP5 primary 2.1, LYPLA2 counter 6, TPT1 inhibitor 0, Efflux pump mplx -0.1, GASC-1 inh 4, PP1 inh -2, HCV core dimer 0, Fh CTSL1 inh 1 and PREPL inhibitor -2.
Screening CCn1c(COc2cccc(OC)c2)nnc1SCC(=O)Nc1cccc(OC)c1 returned PP5 primary 4.7, LYPLA2 counter -1, TPT1 inhibitor -2, Efflux pump mplx -0.1, GASC-1 inh -7, PP1 inh -3, HCV core dimer -2, Fh CTSL1 inh 0 and PREPL inhibitor 0.

Some of the compounds tested; the hit share may differ from the screen's.
